LEDGF integ inh: blocks HIV-1 LEDGF/p75-dependent DNA integration | TR-FRET IN-LEDGF/p75 DNA integration, Eu/Cy5 | inhibition, % at 3.7 µM | hit rate 0.64% among 370,000;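 active = inhibition above the screen-wide mean plus 3 SD, cut at about 13% in these data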;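 also: signal is the Cy5 over europium emission ratio at 671 and 618 nm; 0% = plate median of compound wells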
PRMT1 FP inh: PRMT1 (human) inhibition, primary screen; Q99873; recombinant PRMT1, activity-based probe fluorescence polarization; inhibition, % at 2.79 µM; hit rate 1.3% among 370,000; AID 652257;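 active = inhibition above about 21% made by adding two undisclosed values, limit read from the data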
Tn6 DDE FP: DD(E)-Tn6 binding inhibition, primary FP screen; P02675; hit rate 0.21% among 370,000; Fibrin DD(E) TRITC-Tn6 fluorescence polarization displacement; inhibition, % at 8.3 µM;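 active = inhibition above a per-campaign cutoff: mean of compounds within control limits plus 3 SD, cut at about 15% in these data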;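 also: 0% = median of all compound wells on the plate and 100% = blocking peptide control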
DDE Tn7 FP inh: DD(E)-Tn7 binding inhibition, primary FP screen | FP displacement of FITC-Tn7 peptide from fibrin DD(E); 0% = median of compound wells per plate | inhibition, % at 8.3 µM | hit rate 0.13% among 370,000 | AID 720508;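 active = inhibition above the mean of compounds falling within the control limits plus 3 SD of them, cut at about 14% in these data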;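 also: 0% = plate median of compound wells and 100% = 10 µM Aha-Tn7 peptide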
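Assay system: Human fibrin DD(E) protein | Medium: Tris buffer with calcium and detergent, pH 7.8 | Reagent: 0.1 µM fluorescent Tn7 | Compound dosing: Single point at 8.3 µM | Times: 10 min preincubation, 3 h with tracer, room temperature | Detection: Fluorescence polarization of the labelled Tn7 tracer | Controls: Aha-Tn7 high control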
UHRF1 MBD2 ctr: human UHRF1 methylated DNA binding inhibitors; UHRF1 binding to methylated oligo, TR-FRET; Q96T88; inhibition, % at 4.4 µM; hit rate 0.75% among 370,000; AID 687016; in the data active = inhibition above about 21%;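 also: UHRF1 SRA domain binding a hemimethylated CpG hairpin DNA probe; 0% = median of test compound wells and 100% = reference inhibitor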
proKLK7 act: activators of human kallikrein-7 zymogen; P49862; purified proKLK7, EDANS-DABCYL substrate fluorescence; 100% is mature enzyme control, 0% vehicle; activation, % at 7 µM; hit rate 0.9% among 370,000;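 active = activation above the mean of all tested compounds plus 3 SD, computed per campaign excluding outliers beyond control limits, cut at about 13% in these data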
TDP2 inh: blocks human TDP2 phosphodiesterase activity | O95551 | recombinant TDP2, T5PNP hydrolysis, p-nitrophenol absorbance 415 nm | inhibition, % at 12.8 µM | hit rate 0.34% among 370,000 | AID 720702;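 active = inhibition above the mean of all tested compounds plus 3 SD, set per campaign, cut at about 25% in these data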;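 also: 0% = DMSO with enzyme and 100% = buffer with substrate but no TDP2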
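Assay system: Recombinant human TDP2 | Quantity: 120 nM TDP2 per well | Incubation: 2 h at 37 °C | Signal: Epi absorbance | Evaluation: Percent inhibition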
MBD2 DNA inh: inhibitors of human MBD2 binding to methylated oligonucleotide; AID 686964; Q9UBB5; TR-FRET; inhibition, % at 4.4 µM; hit rate 0.31% among 370,000; in the data active = inhibition above about 13%
SIAE primary: inhibitors of human sialic acid acetylesterase SIAE; Q9HAT2; hit rate 0.69% among 370,000; SIAE FP-Rh probe binding, fluorescence polarization; AID 1053197; inhibition, % at 9.66 µM;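 active = inhibition above a cutoff: mean of compounds within the control limits plus 3 SD of those, cut at about 17% in these data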;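 also: 0% = plate median of compound wells and 100% = probe without SIAE protein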
TCR-CD3 inh: blocks the human TCR-CD3 interaction; inhibition, % at 9.4 µM; TAMRA-labeled TCR probe fluorescence, biochemical; AID 651800; hit rate 0.37% among 360,000; in the data active = inhibition above about 19%;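 also: recombinant mutant TCR 2C K166C tagged with TAMRA read by polarization; 0% = receptor in buffer alone and 100% = receptor with positive control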
* marks the source's active call; other numbers are inactive results; . = not tested or not shown.

SMILES	LEDGF integ inh	PRMT1 FP inh	Tn6 DDE FP	DDE Tn7 FP inh	UHRF1 MBD2 ctr	proKLK7 act	TDP2 inh	MBD2 DNA inh	SIAE primary	TCR-CD3 inh
O=C(Nc1cccnc1)C1=NN(C2CCS(=O)(=O)C2)C(=O)CC1 (centres undefined)	5	-4	1	-7	-1	-0.6	-2	-4	14	-5
CCOC(=O)c1[nH]c2ccccc2c1NC(=O)c1nonc1C	-2	0	6	2	1	-3.4	8	0	3	3
Cc1c(C)n(Cc2ccc(Cl)cc2)c2ccc(C(=O)NCCCN3CCOCC3)cc12	2	-5	3	8	-1	-0.7	0	-9	6	7
COc1ccc(Cl)cc1CSc1n[nH]c(C)n1	3	0	-6	-7	1	-0.5	-10	6	-2	-4
COc1ccc(OCC(=O)N/N=C/c2ccc(O[C@@H]3O[C@H](CO)[C@@H](O)[C@H](O)[C@H]3O)cc2)cc1	0	-2	-3	-4	5	-0.7	-4	-1	-5	-3
O=C(COC(=O)c1cc(=O)[nH]c2ccccc12)NC1CCCC1	0	-3	-2	-6	30*	-38	1	6	-1	9
Cc1ccc(-n2c(SCC(=O)N/N=C/c3ccccc3C(=O)O)nnc2-c2ccc(Cl)cc2)cc1	-1	-6	-6	3	-1	0.2	-7	-5	0	-5
CCc1nc2ccc(C(=O)NCCN3CCNC3=O)cn2c1N(CC)Cc1cccc(Br)c1	-5	1	-5	1	2	-0.6	-5	1	4	-9
Cc1nc(C)c(C(=O)C2=C(O)C(=O)N(CCN(C)C)C2c2ccccc2)s1 (centres undefined)	2	1	-3	-1	0	-0.3	3	3	-1	-4
Clc1cccc(-c2ccc(-c3nc4ccccn4c3NCc3ccccc3)cc2)c1	1	2	4	2	-2	3.1	0	4	10	0
CCCN(CCC)C(=S)Nc1cc(C(=O)OC)ccc1C(=O)OC	-1	0	8	-3	21*	0.1	8	8	0	-3
Cc1ccc(S(=O)(=O)c2cc(O)ccc2O)cc1C	0	7	3	1	-4	0.0	1	1	-2	4

Arranged by the number under TDP2 inh (largest number first): some entries from above
SMILES	LEDGF integ inh	PRMT1 FP inh	Tn6 DDE FP	DDE Tn7 FP inh	UHRF1 MBD2 ctr	proKLK7 act	TDP2 inh	MBD2 DNA inh	SIAE primary	TCR-CD3 inh
CCOC(=O)c1[nH]c2ccccc2c1NC(=O)c1nonc1C	-2	0	6	2	1	-3.4	8	0	3	3
Clc1cccc(-c2ccc(-c3nc4ccccn4c3NCc3ccccc3)cc2)c1	1	2	4	2	-2	3.1	0	4	10	0
Cc1ccc(-n2c(SCC(=O)N/N=C/c3ccccc3C(=O)O)nnc2-c2ccc(Cl)cc2)cc1	-1	-6	-6	3	-1	0.2	-7	-5	0	-5

(continued)
SMILES	LEDGF integ inh	PRMT1 FP inh	Tn6 DDE FP	DDE Tn7 FP inh	UHRF1 MBD2 ctr	proKLK7 act	TDP2 inh	MBD2 DNA inh	SIAE primary	TCR-CD3 inh
Cc1c(Cc2ccccc2)c(=O)[nH]c(=O)n1C	-1	-1	3	-3	3	0.9	3	-1	-2	-3
Cc1ccccc1C(N)c1ccncc1 (centres undefined)	2	-2	0	-1	-2	0.0	13	2	3	-3
Cc1ccccc1CN1CCN(CC(=O)NCc2ccccc2)CC1	3	-1	9	-6	-3	0.8	3	0	-3	10
O=C(Cn1cc(C(F)(F)F)ccc1=O)Nc1ccc2c(c1)OCCO2	-6	1	-1	1	4	0.5	0	-2	-7	2
CC(C)CN(C(=O)COC(=O)Cc1c[nH]c2ccccc12)c1c(N)n(Cc2ccccc2)c(=O)[nH]c1=O	6	-4	-3	-2	0	0.1	-3	-2	0	2
COc1ccc(C(=O)C2CCCN(C(=O)Cn3ccc(C)n3)C2)cc1OC (centres undefined)	5	-2	-2	0	-2	0.3	3	-4	0	7
Brc1cccc(-c2nnc3sc(CN4CCC5(CC4)OCCO5)cn23)c1	0	20	11	5	-1	0.7	2	6	-8	-2
COc1ccc(CCNC(=O)CNCC2CCCCC2)cc1OC	-1	2	-10	-1	0	0.5	18	2	5	-2
C=CCC1(N(C(C)=O)c2ccccc2)CCCCC1	0	-1	4	3	0	0.0	8	-1	2	3
COc1cc(OC)c(C=NNC(=S)NC23CC4CC(CC(C4)C2)C3)c(OC)c1	-4	1	-8	0	-2	-1.5	0	6	2	-2
COCc1cc(C)nc(OCC(=O)N/N=C/c2ccc(C)o2)c1C#N	3	-3	0	-2	-6	-0.3	4	1	0	-5
CCOc1ccc(S(=O)(=O)NCCC(=O)NCc2cccnc2)cc1	0	0	5	5	3	0.5	1	-2	-2	6
O=C(CSc1nnc2ccc(-c3ccccn3)nn12)N1CCCC1	-3	1	8	-5	-2	0.2	-4	5	0	0
Cc1nn2c(NCCN3CCOCC3)c3c(nc2c1-c1ccccc1)CCCC3	-1	0	-3	-1	2	0.0	-3	6	4	-4
Cc1c(F)cccc1NS(=O)(=O)c1ccc(OCCNS(C)(=O)=O)cc1	2	-1	2	-4	3	0.5	-4	0	-9	2
O=C1c2ccccc2C(c2nnnn2-c2ccc3ccccc3c2)N1C1CC1 (centres undefined)	-1	-1	-1	-1	-2	-0.3	6	-7	0	7
COCc1c(Br)c(C)nc(OCC(=O)N/N=C/c2cc(C)n(-c3ccc([N+](=O)[O-])cc3)c2C)c1C#N	1	1	3	10	-3	0.6	7	-1	8	-2
O=C(COC(=O)CSc1nnc(-c2ccc(Cl)cc2)o1)Nc1cc(Cl)cc(Cl)c1	-1	-1	-6	-1	-2	0.3	-5	6	-13	2
NC(=O)c1csc(-c2ccc(CO)o2)n1	-2	0	6	-1	18	-0.2	8	0	-1	-2
O=C(NCc1c(Cl)cccc1Cl)c1[nH]c(C(F)(F)F)nc1-c1ccccc1	3	-4	-6	4	0	0.8	-1	1	3	5
NC(=O)C(c1ccccc1)(c1ccccc1)[C@@H]1CCN(CCc2ccc3c(c2)CCO3)C1	-1	-2	-4	4	0	-0.3	1	-2	-4	.
CC(=O)c1cccc(NC(=O)C(=O)Nc2cccc3ccccc23)c1	4	-7	-2	8	-2	-0.3	-1	-2	3	4
O=C(O)c1ccccc1C(=O)c1ccc(F)c(F)c1	2	7	-4	4	6	-0.1	-13	3	-6	0
CCN(CC)C(=O)C(Sc1ccccc1)c1ccccc1 (centres undefined)	3	-1	-6	-5	-2	0.4	-10	-1	-7	3
O=C(CCCSc1nc(-c2ccco2)cc(C(F)(F)F)n1)Nc1ccc2c(c1)OCO2	2	0	3	5	-2	0.4	-7	0	0	3
COc1cc(C(=O)NCc2nnc(SCC(=O)Nc3c(C)cc(C)cc3C)o2)cc(OC)c1OC	-1	-2	0	2	2	0.4	8	-2	5	-5
CC(=O)Nc1cc2c3ccccc3ccc2c2ccccc12	3	-1	-13	-4	-3	-0.6	7	2	-1	4
COc1ccc(-c2c(-c3ccsc3)oc(=O)c3cc(OC)c(OC)cc23)cc1	2	0	-1	-6	-3	0.6	6	1	3	-2
O=C1C=CN(Cc2ccccc2)CC1	-1	3	8	8	5	0.4	-4	3	-3	-2
O=C(CSc1nnc(-c2ccccc2O)o1)Oc1ccc(OCc2ccccc2)cc1	-5	2	-1	0	0	-6.5	-1	-8	2	1
CC1NC(=S)N(Cc2ccccc2)C1=O (centres undefined)	0	-1	8	4	-1	-0.7	2	0	4	22*
CN(C)S(=O)(=O)N1CCN(c2ccc([N+](=O)[O-])c(N3CCCCC3)c2)CC1	2	3	4	-4	-1	0.2	-7	-6	4	3
CCn1c(C)nc2cc(C(=O)NNC(=S)Nc3ccccc3OC)ccc21	-2	-1	-1	3	1	1.3	6	-4	3	4
Brc1ccccc1Cn1c(-c2cscn2)nc2ccccc21	2	-3	0	-2	0	-0.7	-5	-1	0	3
O=C(NC1CCCCCC1)c1cc2n(n1)C(C(F)(F)F)CC(c1ccco1)N2 (centres undefined)	-4	-1	-10	3	-2	0.2	-6	-3	-6	-2
Cc1cc(OCc2cc(C(=O)N(C)C(C)c3ccccn3)no2)cc(C)c1Cl (centres undefined)	-3	8	-7	5	2	0.8	-3	11	1	4
Cc1cccc(NC(=O)N(Cc2nc3ccccc3c(=O)[nH]2)C2CCCC2)c1	-4	-1	2	3	1	-0.4	-4	-2	-1	-8
O=c1[nH]c2c(s1)C=Nc1ccccc1N2	3	69*	7	30*	-25	0.0	1	-9	-4	3
COc1ccc2c(ccc[n+]2[O-])c1	-4	2	3	-6	-3	0.0	-2	-4	8	4
Cn1c(=O)c2c(ncn2CC(=O)N/N=C/c2ccc(Br)s2)n(C)c1=O	1	-1	-5	5	-3	-0.1	-1	-3	0	2
CC(=O)c1cccc(-c2ccnc3c2CC(C(=O)N2CCN(C)CC2)O3)c1 (centres undefined)	-3	1	-2	-1	7	0.0	12	5	9	-1
Clc1ccc(Oc2nc(N3CCOCC3)nc(N3CCOCC3)n2)c(C2CCCCC2)c1	-2	-1	-1	3	0	0.3	1	1	0	3
CCCN(C(=O)CSc1nnc(-c2ccncc2)n1CCC)c1c(N)n(Cc2ccccc2)c(=O)[nH]c1=O	-1	1	-1	6	3	-0.2	4	3	-9	-8
Cn1c(-c2cc3ccc(OC(=O)C(C)(C)C)cc3oc2=O)nc2ccccc21	4	-2	-2	-3	-1	34*	-6	-1	-1	-3
CS(=O)(=O)N1CCN(c2ccccc2NC(=S)NC(=O)c2ccccc2[N+](=O)[O-])CC1	-9	4	-4	3	6	0.4	-15	6	-6	-2
NC(=O)C1CCN(C(=O)c2cc3c(s2)CCCC3)CC1	3	-2	1	0	6	0.7	3	3	4	-2
CN(CC(=O)Nc1ccccc1Cl)C(=O)COC(=O)/C=C/c1cccs1	-4	2	-1	2	2	0.5	-2	-1	4	-6
CCN(CC)C(=O)c1cccc2nc3ccccc3nc12	-1	2	3	-2	-3	0.2	-3	-3	3	0
COc1ccc(CCNC(=O)NC2CCCCC2)cc1	-1	-2	-3	2	-1	0.0	2	3	-1	9
CC(C)C[C@@H](C(=O)NCc1ccco1)N1C(=O)N2CCc3c([nH]c4ccccc34)[C@@]2(C)C1=O	7	19	-4	2	-2	0.5	9	4	5	3
COc1cc2[nH]c(C)c(-c3ccccc3)c(=O)c2cc1Cl	-5	1	5	2	3	0.1	1	4	0	-7
COc1ccc(-c2csc(NC(CO)c3nc4ccccc4n3CCCO)n2)cc1 (centres undefined)	-2	3	3	1	2	0.5	5	-1	0	0
O=C(O)c1ccc(S(=O)(=O)Nc2ccc3c(c2)OCCO3)cc1	-1	-2	0	-3	0	-0.1	-11	-5	7	-5
COc1ccc(-n2nc(C(=O)NCC(=O)N3CCN(Cc4ccc5c(c4)OCO5)CC3)c3ccccc3c2=O)cc1OC	0	-6	-13	-2	-4	8.7	8	0	6	2
CCOc1cc(C2C(C#N)=C(N)OC3CCCC(=O)C32)ccc1OCCN1CCOCC1 (centres undefined)	0	2	9	3	-2	-2.7	4	-2	1	4
Cc1cc(NCc2ccc3c(c2)OCO3)n2nc(C)nc2n1	-2	1	12	1	6	-0.3	-2	2	-3	-3

Screening results as filed in PubChem BioAssay.
